Nrf2 block: Nrf2 qHTS screen for inhibitors. 2.1% of 360,000 active. AID 504444, 2011. Potency, µM (series often up to 46 µM), without a hit: top-dose activity change, negative = inhibition, hits mostly inhibitors. A549 ARE-Fluc reporter, luciferase luminescence, 18-24 h; also: potency is read from the fitted curve at half-maximal effect; % is scaled to controls: 0 for no effect and ±100 for the full control effect; nearly all actives have a fitted effect of over 60% in size
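Cells were seeded and rested 2 h, then exposed to compounds for 18-24 h. CellTiter-Fluor was read first as a viability measure. BugLite was added 15 min before the final luminescent read of ARE-luciferase activity in A549 cells.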
TGFb SMAD3 inh: qHTS for Inhibitors of TGF-b. HepG2 CAGA-GFP TGF-b/SMAD3 reporter, GFP fluorescence, 18 h; TGF-beta stimulated, 500 pg/mL final. Potency, µM (titrated, usually from 46.1 µM), for inactives: at the top dose activity, negative = inhibition, most hits filed as inhibitors. 1.2% of 410,000 active; also: potency is read from the fitted curve at half-maximal effect; % is scaled to controls: 0 for no effect and ±100 for the full control effect; nearly all actives have a fitted effect of over 65% in size
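Read-out: total well GFP (ex488/em500-530) summed from mean per-cell fluorescence. Cells: HEPG2 CAGA-GFP, 1% FBS DMEM, 18 h at 37 degrees C with 500 pg/mL final TGF-beta. Unstimulated wells served as the full-inhibition control; stimulated DMSO wells = 0%.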
HepG2 viability: qHTS for Inhibitors of TGF-b: Cytotox Counterscreen. HepG2 CAGA-GFP viability, ATP luminescence, 18 h. Potency, µM (series often up to 46.1 µM), inactives show at the highest dose activity change, negative = cytotoxicity, actives largely listed as cytotoxic. 0.76% of 410,000 active; also: potency is read from the fitted curve at half-maximal effect; some results filed as inactive show a strong effect at the top dose
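HepG2 CAGA-GFP cells (1000/well, DMEM with 1% FBS) received compound, then TGF-beta at 500 pg/mL final, and were incubated 18 hours at 37 degrees C. Viability was read by CellTiter-Glo luminescence. Media-only wells were set as complete cell-killing and DMSO as no toxicity.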
A549 tox: Nrf2 qHTS screen for inhibitors: counterscreen for cytotoxicity | A549 ARE-Fluc cells, CellTiter-Fluor viability, 18-24 h | Potency, µM (top dose mostly 46 µM), for the others: at the highest dose activity change, negative = cytotoxicity, most hits filed as inhibitors | 0.16% of 390,000 active; also: potency is read from the fitted curve at half-maximal effect; % is scaled to controls: 0 for no effect and ±100 for the full control effect
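A549 ARE-Fluc cells in 5% FBS OPTI-MEM, 5000 cells/well, rested 2 h then exposed to compounds in concentration-response for 18-24 h at 37 °C. Viability by CellTiter-Fluor fluorescence (Ex 405/Em 525) after 30 min; luciferase luminescence (BugLite, 15 min, RT) read afterwards.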
IL-2 act: qHTS of IL-2 Activators. IL-2 activation reporter assay, cell-based qHTS; stimulated with anti-CD3/CD4/CD28 beads; in transgenic mouse T cells. activation, % (series mostly up to about 46 µM). 0.065% of 360,000 active; in the data active = activation above about 50%; inconclusive = mostly about 30% to 49%; also: 0% is about no effect
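Unstimulated transgenic mouse T cells; 60-min compound exposure; bead-based TCR/CD4/CD28 stimulation; 18 h culture, 37 degrees C; dual fluorescence (EGFP, DsRed) plate cytometry.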
S2 tox: Viability Counterscreen for Primary qHTS for Inhibitors of ATXN expression | S2 cells (HEK-293 line with an ATXN2-luciferase reporter) viability, CellTiter-Fluor protease fluorescence, 24 h | Potency, µM (top dose mostly 56.7 µM), usual class: cytotoxic | 0.49% of 400,000 active; also: potency is read from the fitted curve at half-maximal effect; nearly all actives have a fitted effect of over 40% in size
ATXN2 expr inh: Primary qHTS for Inhibitors of ATXN expression; HEK-293 ATXN2-luciferase reporter, luminescence, 24 h; Potency, µM (doses to about 57 µM), inactives show at the top dose activity change, negative = inhibition, most hits filed as inhibitors; 0.72% of 360,000 active; also: potency is read from the fitted curve at half-maximal effect; % is scaled to controls: 0 for no effect and ±100 for the full control effect; nearly all actives have a fitted effect of over 55% in size
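ATXN2-luciferase reporter cells (luciferase flanked by upstream and downstream ATXN2 gene portions) were treated 24 h at 37 °C with compounds at up to 57 uM. SteadyGlo luminescence gave expression; GF-AFC fluorescence gave viability.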
EPAC2 ag: qHTS for Agonist of cAMP-regulated guanine nucleotide exchange factor 4 (EPAC2): primary screen; Rap guanine nucleotide exchange factor 4 (Homo sapiens), Q8WZA2; EPAC2 activation, biochemical qHTS; response scale: 100% = 6.5 mM cAMP response; Potency, µM (doses to about 154 µM), without a hit: top-dose activation, hits mostly activators; 0.079% of 360,000 active; AID 720711, 2013; also: potency is read from the fitted curve at half-maximal effect; nearly all actives have a fitted effect of over 50% in size
Target sequence (Q8WZA2 whole entry, looked up): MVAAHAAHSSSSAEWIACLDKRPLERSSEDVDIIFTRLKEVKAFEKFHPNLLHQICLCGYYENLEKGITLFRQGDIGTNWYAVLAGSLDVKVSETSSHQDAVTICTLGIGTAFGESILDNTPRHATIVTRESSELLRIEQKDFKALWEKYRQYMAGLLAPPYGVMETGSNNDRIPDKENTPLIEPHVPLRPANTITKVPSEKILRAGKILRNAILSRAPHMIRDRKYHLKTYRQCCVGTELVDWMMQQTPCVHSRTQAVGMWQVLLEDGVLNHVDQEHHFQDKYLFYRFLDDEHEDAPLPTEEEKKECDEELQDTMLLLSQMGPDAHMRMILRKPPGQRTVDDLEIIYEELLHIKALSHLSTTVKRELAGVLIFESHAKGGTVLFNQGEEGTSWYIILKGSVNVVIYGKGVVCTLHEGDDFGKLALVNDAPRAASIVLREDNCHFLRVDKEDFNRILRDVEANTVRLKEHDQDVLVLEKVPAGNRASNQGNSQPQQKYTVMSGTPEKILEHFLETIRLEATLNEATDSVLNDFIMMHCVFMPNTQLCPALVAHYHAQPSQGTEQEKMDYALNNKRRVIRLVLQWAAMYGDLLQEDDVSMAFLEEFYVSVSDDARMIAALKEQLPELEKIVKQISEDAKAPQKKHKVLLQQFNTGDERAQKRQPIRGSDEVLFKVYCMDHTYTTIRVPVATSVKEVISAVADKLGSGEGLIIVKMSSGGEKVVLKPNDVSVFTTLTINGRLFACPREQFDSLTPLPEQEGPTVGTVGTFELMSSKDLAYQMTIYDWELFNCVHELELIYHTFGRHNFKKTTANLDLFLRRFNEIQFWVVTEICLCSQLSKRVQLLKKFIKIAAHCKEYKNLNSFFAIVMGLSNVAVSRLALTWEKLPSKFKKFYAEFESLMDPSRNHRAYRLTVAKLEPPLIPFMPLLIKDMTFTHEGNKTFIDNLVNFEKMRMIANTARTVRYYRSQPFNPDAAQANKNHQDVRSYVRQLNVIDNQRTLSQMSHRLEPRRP
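EPAC2 (100 nM) mixed with Rap1B loaded with BODIPY-GDP (250 nM) plus 50 uM unlabeled GDP; compounds pinned in, 5 min RT, then read every 5 min for 30 min (ex 480, em 540 nm). Normalized to cAMP control.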
Nrf2 activator: qHTS of Nrf2 Activators; Potency, µM (doses to about 46.1 µM), inactives show at the highest dose activation, usual class: activators; 0.31% of 410,000 active; AREc32 ARE-luciferase reporter (MCF7-derived line), luminescence, 24 h; also: potency is read from the fitted curve at half-maximal effect; % of control where 0% means no effect; nearly all actives have a fitted effect of over 65% in size
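Each well held 1000 AREc32 cells, which were incubated with compound for 24 hr at 37 deg C after overnight attachment, and ARE reporter activity was quantified by firefly luciferase luminescence.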
* marks the source's active call; other numbers are inactive results; i = inactive; ? = inconclusive; . = no result given; [ ] = dose if it differs, or a comment. Unless noted, calls follow the shape of the dose curve; as a rule, active = well fitted curve in the direction sought with a large enough effect; inconclusive = small, poorly fitted or top-dose-only effect, or another doubt; inactive = no such curve, though single readings can be large; an effect the other way counts as inactive or inconclusive.

molecule	IL-2 act	Nrf2 block	TGFb SMAD3 inh	Nrf2 activator	ATXN2 expr inh	EPAC2 ag	A549 tox	HepG2 viability	S2 tox
CCOC(=O)c1cc2c(C)n(-c3ccc(C)cc3)c(C)c2ccc1=O	-2.5	?	?	0.6%	0%	19%	?	-26%	i
Cc1noc(C)c1NC(=O)N(C)C[C@H]1Oc2c(NC(=O)Nc3ccccc3)cccc2C(=O)N([C@H](C)CO)C[C@@H]1C	-3.8	11%	4%	0.5%	-22%	6%	1%	39%	i
OC(CN1CCN(c2ccccn2)CC1)Cn1c2ccccc2c2ccccc21 (stereo not given)	-3.9	-28%	-15%	-0.3%	?	12%	-5%	-21%	?
Cc1ccc(NCc2cccnc2)c(Br)c1	-3.4	5%	-20%	3.8%	0%	13%	2%	-19%	i
CCCC1CCC(=C(C#N)C(N)=O)CC1 (stereo not given)	0.8	6%	-5%	-0.6%	-4%	10%	6%	-91%	i
Cc1noc(C)c1S(=O)(=O)Nc1ccc2c(c1)C(=O)N([C@H](C)CO)C[C@H](C)[C@H](CN(C)S(=O)(=O)c1ccc(Cl)cc1)OCCCC[C@@H](C)O2	-0.7	.	?	4.2%	-8%	0%	.	1%	i
O=C(NCCN1CCNC1=O)c1ccc2sc([C@@H]3O[C@H](CO)[C@H](O)[C@H](O)[C@H]3O)nc2c1	0.7	.	16%	0.1%[9.22 µM]	5%	12%	.	-1%	i
CCCS(=O)(=O)N1CCN(C(=O)c2ccco2)CC1	-2.8	15%	4%	-0.6%	2%	-2%	-5%	1%	i
Cc1nc2sc(C(c3cccs3)N3CC(C)CC(C)C3)c(O)n2n1 (stereo not given)	-1.2	2%	-11%	3.0%	-14%	5%	-4%	-13%	i
COc1ccc(CC(=O)Nc2cc(S(C)(=O)=O)ccc2Cl)cc1S(=O)(=O)N1CCOCC1	0.8	6%	-12%	-0.2%	-3%	1%	-1%	7%	i

Ordered by SMILES length (highest first): some entries from above
molecule	IL-2 act	Nrf2 block	TGFb SMAD3 inh	Nrf2 activator	ATXN2 expr inh	EPAC2 ag	A549 tox	HepG2 viability	S2 tox
Cc1noc(C)c1S(=O)(=O)Nc1ccc2c(c1)C(=O)N([C@H](C)CO)C[C@H](C)[C@H](CN(C)S(=O)(=O)c1ccc(Cl)cc1)OCCCC[C@@H](C)O2	-0.7	.	?	4.2%	-8%	0%	.	1%	i
CCOC(=O)c1cc2c(C)n(-c3ccc(C)cc3)c(C)c2ccc1=O	-2.5	?	?	0.6%	0%	19%	?	-26%	i
CCCS(=O)(=O)N1CCN(C(=O)c2ccco2)CC1	-2.8	15%	4%	-0.6%	2%	-2%	-5%	1%	i

Remaining list, next part
molecule	IL-2 act	Nrf2 block	TGFb SMAD3 inh	Nrf2 activator	ATXN2 expr inh	EPAC2 ag	A549 tox	HepG2 viability	S2 tox
CSc1ccccc1NC(=O)COC(=O)CCc1ccccc1	-4.7	-1%	0%	0.5%	4%	17%	8%	-11%	i
CC(=O)NS(=O)(=O)c1ccc(NC(=S)NC(=O)C(C)(C)C)cc1	-1.4	2%	0%	0.1%	0%	17%	-7%	-2%	i
CCn1cc(C(=O)Nc2cccc(NC(C)=O)c2)c2cc(OC)c(OC)cc2c1=O	0.4	1%	-9%	0.2%	-4%	4%	-4%	5%	i
CC1CCCCN1CCNC(=O)CN1C(=O)CSc2ccc(S(=O)(=O)N3CCCCC3)cc21 (stereo not given)	-1.7	17%	-9%	0.3%	1%	5%	0%	-7%	i
O=S(=O)(Cc1ccccc1)NCC1CCCN(Cc2cccc3nonc23)C1 (stereo not given)	-2.1	-2%	6%	0.5%	45%[activator]	0%	0%	-18%	i
O=C(O)/C=C\C(=O)Nc1ccc(OC(F)F)cc1	0.7	19%	2%	0.1%	.	-2%	0%	-21%	.
O=C(CSc1nc(-c2ccccc2)cs1)NC(=O)NCc1ccco1	-1.3	?	-12%	13%	-26%	27%	-4%	-17%	i
C/C=C/c1ccc(Oc2nnnn2-c2ccc(C(N)=O)cc2)c(OC)c1	0.6	-11%	?	?	-13%	-6%	0%	-28%	i
OCCC1CN(Cc2cccc(O)c2)CCN1CCc1ccccc1 (stereo not given)	0.9	3%	-3%	-0.2%	.	-4%	14%	0%	i
CC(=O)C1=C(O)C(=O)N(CCC(=O)O)C1c1ccc(Cl)cc1Cl (stereo not given)	-0.2	-20%	2%	-0.8%	-3%	5%	0%	-2%	i
COc1ccc(CC(=O)N2CCN(c3cccc(C)c3C)CC2)cc1	-0.2	?	-14%	7.8%	.	4%	-3%	-15%	i
COc1ccccc1CNC(=O)COC(=O)C1CCN(S(=O)(=O)c2ccccc2)CC1	-4.9	9%	-20%	-0.7%	-7%	14%	-2%	-12%	i
CCOc1ccc(N(CC(=O)Nc2ccccc2OC)S(=O)(=O)c2ccccc2)cc1	-0.4	11%	?	-1.5%	.	3%	-11%	8%	i
Cc1cccc(Oc2cc(NC(=O)Cn3cnc([N+](=O)[O-])n3)cc([N+](=O)[O-])c2)c1	-0.9	3%	?	3.9%	-23%	13%	-2%	-46%	i
CCN(CC)CCNC(=O)c1ccc(NC(=O)Cc2cccc3ccccc23)cc1	2.4	15%	-21%	0.9%	?	1%	-1%	-16%	?
Cc1ccc(S(=O)(=O)N2C[C@H]3[C@H]4C(=O)N(c5ccccc5)C(=O)[C@H]4C[C@H](OC(=O)Nc4cccs4)[C@@]3(O)C2)cc1	0.4	.	4%	0.1%	7%	16%	.	18%	i
CCc1ccc(-n2nnnc2SCC(=O)Nc2ccc(NC(C)=O)cc2)cc1	1.3	?	3%	0.8%	.	-6%	-10%	1%	i
COc1ccccc1N1CCN(C2CCCN(C(=O)c3ccoc3)C2)CC1 (stereo not given)	0.0	-27%	0%	-0.7%	-6%	9%	1%	-5%	i
COc1cc(C(=O)NNC(=O)c2cc(=O)[nH]c3ccccc23)cc(OC)c1OC	-0.2	9%	36%	-0.4%	2%	-4%	-15%	-3%	?
O=C(NCc1cccc(Cl)c1)c1ccc(S(=O)(=O)N2CCCCC2)cc1	-2.9	.	5%	-1.6%	.	5%	.	2%	i
CC1CCC(NC(=O)c2ccc(CS(=O)(=O)Cc3ccccc3F)o2)CC1 (stereo not given)	0.3	7%	0%	-0.2%	2%	5%	-7%	-18%	i
COc1ccc(S(=O)(=O)N/N=C\c2ccc([N+](=O)[O-])o2)c(OC)c1	-5.3	-5%	-4%	3.5%	-1%	5%	2%	-3%	i
CC(Sc1nnc2ccccn12)C(=O)NCc1ccc2c(c1)OCO2 (stereo not given)	1.8	3%	-4%	0.0%	-20%	3%	0%	-8%	i
O=C(CCN1C(=O)c2ccncc2C1=O)NCc1ccc(Cl)cc1	2.6	18%	18%	-1.0%	-1%	1%	5%	2%	i
Cc1ccc(C(=O)NC(=S)Nc2ccc(N3CCOCC3)cc2)c(C)c1	-0.6	-1%	-10%	-0.4%	-11%	5%	3%	2%	i
COc1ccc(NC(=O)C2(C)CCCN(C(C)C)C2)cc1F (stereo not given)	1.3	.	0%	0.4%	12%	6%	.	5%	i
NC(=O)C1CCN(c2nc3ccccc3nc2NS(=O)(=O)c2ccc(Br)cc2)CC1	1.1	?	44%[activator]	2.1%	7%	6%	3%	-4%	i
O=C(O)c1cc(NCc2ccc3c(c2)OCO3)ccc1N1CCOCC1	-0.7	6%	16%	0.0%	.	10%	2%	-4%	.
O=C(CN(C(=O)C1CSC(=O)C1)c1cccc(F)c1)NCc1ccc2c(c1)OCO2 (stereo not given)	-0.5	-27%	-13%	-0.3%	-7%	10%	5%	-4%	i
CSCCC(NC(=O)c1ccco1)C(=O)N(C)CC(=O)Nc1ccccc1Br (stereo not given)	-2.4	1%	-16%	-0.4%	7%	3%	-8%	3%	?
Cc1c(C)n(Cc2ccc(F)cc2)c2ccc(C(=O)Nc3ccc(Cl)cc3)cc12	.	-9%	-15%	0.6%	.	.	-4%	-52%	.
COc1ccc(CCNC(=O)CSc2nc3cc(Cl)ccc3o2)cc1OC	1.2	?	-2%	2.6%	-2%	-4%	-1%	2%	i
O=C(COc1ccc2c(c1)OCO2)Nc1nnc(Cc2ccccc2)s1	0.0	-3%	-17%	0.3%	-7%	13%	0%	-8%	i
COc1ccccc1Cn1c(=S)[nH]c2cc(C(=O)N3CCCC(C)C3)ccc2c1=O (stereo not given)	-0.6	.	-25%	1.6%	.	5%	.	-24%	i
Oc1ccc(Cl)cc1C=NCCc1ccccc1	-4.1	16%	2%	4.1%	7%	-15%	-1%	-31%	?
CC[C@H](C)C(C(=O)N1CCN(C(=O)OC(C)(C)C)CC1)n1cc(C(Cc2ccc(O)cc2)NC(=O)OC(C)(C)C)nn1 (stereo not given in full)	-0.6	-12%	-14%	-1.7%	-14%	-1%	-8%	-5%	i
CC(=O)c1ccc(NC(=O)C2CC(c3ccc(F)cc3)=NO2)cc1 (stereo not given)	2.6	-1%	-3%	0.2%	4%	2%	-15%	-13%	i

High-throughput results from PubChem BioAssay.
